Screens (PubChem)
Bcl-xL primary: Bcl-xL (human) inhibition; inhibition, % at 10.9 µM; 0.7% of 320,000 active; Q07817; GST-Bcl-xL / FITC-Bim BH3 peptide fluorescence polarization; AID 2129;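 active = inhibition above the mean of all tested compounds plus 3 SD, cutoff set per campaign, cut at about 30% in these data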;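 also: 0% = DMSO wells and 100% = unlabeled Bim-BH3 peptide competitor; inhibitors lower millipolarization by displacing the labeled peptide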
Target sequence (Q07817 whole entry, looked up): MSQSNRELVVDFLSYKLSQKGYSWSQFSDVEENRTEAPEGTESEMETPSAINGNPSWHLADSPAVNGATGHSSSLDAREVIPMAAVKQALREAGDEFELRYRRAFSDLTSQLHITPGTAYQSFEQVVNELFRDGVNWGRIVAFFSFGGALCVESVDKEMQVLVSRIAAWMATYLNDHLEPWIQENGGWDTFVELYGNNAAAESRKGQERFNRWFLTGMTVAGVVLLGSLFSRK
Fam108B counter: counter-screen for RBBP9 inhibitors: inhibitors of mouse Fam108B; inhibition, % at 9.51 µM; recombinant Fam108B, FP-Rh probe fluorescence polarization; AID 1947; 0.33% of 300,000 active;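 active = inhibition above the screen mean inhibition plus 3 SD, computed separately per campaign, cut at about 18% in these data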;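 also: inhibitors lower polarization as less probe binds the enzyme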
VLA-4 inh: inhibition in a human VLA-4 binding assay; P13612; VLA-4 expressing cells, ligand binding flow cytometry; inhibition, % (about 7 µM as worked out from the volumes in the protocol); 0.2% of 330,000 active; AID 2557; in the data active = inhibition above about 50%
MEX-5 binding: C. elegans MEX-5 TCR-2 RNA binding activity; Q9XUB2; MEX-5/FITC-TCR2 RNA binding, fluorescence polarization; stronger effect = lower value; activity score (negative = inhibition of binding), % at 10 µM; 0.38% of 300,000 active; AID 1832;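 active = inhibition past about -25% in most replicates, and total fluorescence under double the plate's negative control median, limit read from the data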;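 also: 0% = DMSO and -100% = 5 µM competing unlabeled TCR2 RNA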
Target sequence (Q9XUB2 whole entry, looked up): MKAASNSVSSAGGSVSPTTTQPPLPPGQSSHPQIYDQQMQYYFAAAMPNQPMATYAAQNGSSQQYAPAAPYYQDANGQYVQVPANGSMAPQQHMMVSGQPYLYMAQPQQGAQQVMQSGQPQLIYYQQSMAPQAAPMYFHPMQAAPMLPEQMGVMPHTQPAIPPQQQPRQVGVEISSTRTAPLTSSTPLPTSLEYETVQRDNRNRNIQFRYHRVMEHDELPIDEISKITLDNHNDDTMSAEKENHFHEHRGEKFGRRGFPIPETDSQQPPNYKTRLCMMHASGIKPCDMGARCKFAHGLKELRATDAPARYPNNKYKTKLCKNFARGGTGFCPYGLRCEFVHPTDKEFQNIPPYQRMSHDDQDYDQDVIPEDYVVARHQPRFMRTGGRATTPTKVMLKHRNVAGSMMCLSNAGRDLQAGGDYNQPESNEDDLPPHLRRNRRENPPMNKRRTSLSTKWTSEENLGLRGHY
AGP1-GFP MLPCN: yeast TOR pathway AGP1-GFP modulation | S. cerevisiae AGP1-GFP multiplex flow cytometry, 3 h; GFP as percent of DMSO wells | GFP response vs DMSO, % at 10 µM | 0.02% of 320,000 active | AID 2066;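 active = GFP response relative to DMSO above a set limit, near screen average plus 3 SD, cut at about 150% in these data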;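 also: median GFP channel fluorescence of the gated AGP1 strain per well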
GRK2 inh: human GRK2 inhibition via aptamer displacement; P25098; bead flow cytometry, FAM-aptamer displacement from GRK2; inhibition of aptamer binding, % at 10 µM; 0.59% of 330,000 active; AID 488847;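 active = inhibition of aptamer binding above 40%, roughly 3 SD of noise, on plates passing a quality check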;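 also: median bead fluorescence of bound FAM aptamer so fluorescent compounds give negative values; no value below 0 was filed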
CIT2-GFP yeast: modulators of TOR pathway CIT2-GFP in S. cerevisiae; 0.065% of 320,000 active; GFP response vs DMSO, % at 10 µM; S. cerevisiae CIT2-GFP strain, flow cytometry, 3 h; 100 means same as DMSO wells;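 active = GFP response relative to DMSO above a set limit, near the screen mean plus 3 SD, cut at about 150% in these data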;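 also: ratio of well median GFP fluorescence to mean of DMSO wells on the plate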
MCL1-BIM inh: disrupts human MCL1 binding to BIM-BH3 peptide. Q07820. inhibition, % at 10.9 µM. GST-MCL1 / FITC-Bim-BH3 fluorescence polarization. 0.68% of 320,000 active;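 active = inhibition above the mean inhibition of all tested compounds plus 3 SD, set per campaign, cut at about 40% in these data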;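 also: 0% = DMSO wells and 100% = unlabeled Bim-BH3 peptide control; higher means more loss of mP so more displacement of Bim peptide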
Target sequence (Q07820 whole entry, looked up): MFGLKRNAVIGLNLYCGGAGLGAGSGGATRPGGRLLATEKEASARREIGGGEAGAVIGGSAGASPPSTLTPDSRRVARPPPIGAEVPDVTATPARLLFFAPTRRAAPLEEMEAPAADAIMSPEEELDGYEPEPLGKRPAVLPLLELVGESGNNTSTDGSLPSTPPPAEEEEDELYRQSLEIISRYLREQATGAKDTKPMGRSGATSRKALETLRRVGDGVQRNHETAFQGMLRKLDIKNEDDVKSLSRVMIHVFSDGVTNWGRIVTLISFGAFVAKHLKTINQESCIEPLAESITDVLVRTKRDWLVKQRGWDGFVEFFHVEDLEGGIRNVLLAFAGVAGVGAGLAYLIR
GLD-1 RNA inh: GLD-1-TGE RNA interaction inhibition (C. elegans) | purified GLD-1 + fluorescein TGE RNA, fluorescence polarization | inhibition, % at 5.96 µM | 0.44% of 320,000 active;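 active = percent inhibition above a per-plate cutoff, the plate mean of test compounds plus 3 SD, cut at about 30% in these data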;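 also: 0% = DMSO wells with GLD-1 and probe and 100% = wells lacking GLD-1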
An asterisk follows results filed as active; . = not tested or not shown.

SMILES | Bcl-xL primary | Fam108B counter | VLA-4 inh | MEX-5 binding | AGP1-GFP MLPCN | GRK2 inh | CIT2-GFP yeast | MCL1-BIM inh | GLD-1 RNA inh
O=C(O)CCc1ccc(-c2ccccc2)n1NC(=O)c1ccco1 | 3 | -1 | 6 | 2.8 | 101 | 0 | 92 | 5 | -5
COc1cc(/C=C2/SC(=S)N(CC3CCCO3)C2=O)ccc1O (centres undefined) | -11 | -181 | -29 | 8.7 | 94 | 9 | 82 | -22 | -36
CCCCn1c(N)c(N(CC(C)C)C(=O)c2ccc(OCC3CCCO3)cc2)c(=O)[nH]c1=O (centres undefined) | 3 | 1 | 1 | 0.9 | 108 | 0 | 94 | -4 | 2
COc1cccc(CNC(=O)CN(C)S(=O)(=O)c2cccc3cccnc23)c1 | 3 | -2 | -2 | -0.1 | 99 | 0 | 91 | 1 | -8
COCCCNC(=S)N1CCN(c2nc(-c3cccc(OC)c3)cs2)CC1 | -1 | -4 | 0 | 0.2 | 96 | 0 | 97 | 1 | -2
CNc1nc(-c2c(C)[nH]c3ccc(OC)cc23)cs1 | 5 | 6 | -1 | -0.9 | 105 | 2 | 110 | 8 | -8
O=C(N=Nc1c(O)n(C2OC(=O)c3ccccc32)c2ccccc12)c1ccco1 (centres undefined) | 0 | 1 | -6 | 0.1 | 100 | 0 | 92 | -3 | -6
Cc1cc(C)n(-c2nc3c(c(=O)[nH]c(=O)n3C)n2Cc2ccc(F)cc2)n1 | 4 | -1 | 2 | 0.2 | 93 | 0 | 93 | 2 | -7
O=C(Oc1ccc(-c2cnc3ccccc3n2)cc1)c1ccco1 | 9 | 4 | 8 | -3.1 | 93 | 0 | 90 | 11 | -3
Cc1[nH]c2ccc(C(=O)OCC(=O)Nc3cccc(S(N)(=O)=O)c3)cc2c1C | -2 | . | 4 | . | 104 | 0 | 94 | -9 | 2
CCCN(CCC)C(=O)C1CC(=O)OC12CCOC(C)(C)C2 (centres undefined) | 1 | -4 | -2 | -0.2 | 108 | 3 | 104 | -5 | 3
C/C(=N\OCC(=O)O)c1ccc(Cl)cc1 | 1 | 1 | 1 | 2.4 | 110 | 58* | 95 | 3 | 2
COc1ccc2nc(/N=C(\N)NC(=O)C(C)(C)C)nc(C)c2c1 | 4 | 0 | -1 | 0.7 | 97 | 0 | 90 | 6 | 4
COC(=O)c1c(NC(=O)c2ccccc2)sc(C(N)=O)c1C | 3 | -6 | -19 | -3.2 | 114 | 1 | 109 | -4 | 2
OC1CCCN(C(=S)NCc2ccccc2)C1 (centres undefined) | -2 | -1 | 4 | -2.8 | 136 | 0 | 124 | -3 | -1
O=c1c(-c2cccc([N+](=O)[O-])c2)[n+]([O-])c2ccccc2n1O | 3 | 0 | -1 | -0.4 | 28 | 0 | 112 | 7 | -1
CC(C)C(OC(=O)c1ccco1)C(=O)NC1CCCCC1 (centres undefined) | 7 | -2 | 1 | . | 99 | 0 | 100 | 6 | 4
O=C(NCC1CCCO1)c1ccccc1S(=O)(=O)c1ccc([N+](=O)[O-])cc1 (centres undefined) | 1 | 0 | 13 | -0.5 | 101 | 0 | 101 | 7 | 15
O=C(O)c1cc2cccc(S(=O)(=O)N3CCCCC3)c2cc1O | 5 | -1 | 18 | 1.6 | 105 | 2 | 105 | 4 | -1
O=C(CSC(=S)N1CCOCC1)c1ccccc1 | -1 | 3 | -3 | -0.4 | 96 | 6 | 97 | -1 | -2
O=C(NC(=S)Nc1ccc2oc(=O)ccc2c1)c1ccco1 | 7 | -1 | -2 | . | 115 | 3 | 111 | 11 | -3
COc1ccccc1NC(=O)CSc1nccc(=O)[nH]1 | -1 | -8 | -1 | 0.6 | 101 | 0 | 99 | 5 | 5
COc1ccc(C2(O)CC3CCC(C2)N3c2cc(C)nc(-c3ccccc3)n2)cc1 (centres undefined) | 0 | 2 | -3 | -0.5 | 99 | 6 | 103 | 3 | 9
Cn1ccnc1/C(=N\NC(=O)c1ccccc1)c1cccc([N+](=O)[O-])c1 | 6 | -1 | 8 | -0.5 | 113 | 0 | 101 | -6 | -2
CC[n+]1c(P(=O)([O-])c2ccccc2)[nH]c2ccccc21 | 7 | 8 | -9 | 1.5 | 96 | 1 | 99 | 15 | -2

Arranged by count of non-hydrogen atoms (low to high): part of the list above
SMILES | Bcl-xL primary | Fam108B counter | VLA-4 inh | MEX-5 binding | AGP1-GFP MLPCN | GRK2 inh | CIT2-GFP yeast | MCL1-BIM inh | GLD-1 RNA inh
COc1ccc2nc(/N=C(\N)NC(=O)C(C)(C)C)nc(C)c2c1 | 4 | 0 | -1 | 0.7 | 97 | 0 | 90 | 6 | 4
COc1cccc(CNC(=O)CN(C)S(=O)(=O)c2cccc3cccnc23)c1 | 3 | -2 | -2 | -0.1 | 99 | 0 | 91 | 1 | -8
O=C(N=Nc1c(O)n(C2OC(=O)c3ccccc32)c2ccccc12)c1ccco1 (centres undefined) | 0 | 1 | -6 | 0.1 | 100 | 0 | 92 | -3 | -6

Continuation.
SMILES | Bcl-xL primary | Fam108B counter | VLA-4 inh | MEX-5 binding | AGP1-GFP MLPCN | GRK2 inh | CIT2-GFP yeast | MCL1-BIM inh | GLD-1 RNA inh
CCOC(=O)C1(CC2CCCCO2)CCN(Cc2cc3ccccc3[nH]2)CC1 (centres undefined) | 0 | -3 | 9 | -1.6 | 103 | 0 | 106 | -5 | 1
COCCN=C1NN=C(c2ccc(C)c([N+](=O)[O-])c2)CS1 | 11 | 4 | 4 | 0.6 | 107 | 0 | 108 | 22 | 3
CC1CCN(C(=O)CCc2ccc(S(=O)(=O)NC(C)C)cc2)CC1 | 3 | 1 | -1 | -2.9 | 99 | 0 | 96 | 5 | 5
COC(=O)c1ccc(N2C(=O)CC(N3CCC(O)(c4ccc(Br)cc4)CC3)C2=O)cc1 (centres undefined) | 12 | 1 | 11 | 2.3 | 94 | 0 | 100 | 2 | 3
O=C(COC(=O)CCSc1ccccc1)Nc1cc(F)ccc1F | -3 | 0 | 40 | 2.5 | 93 | 1 | 98 | 5 | -1
CCN(CC)CC1(O)CCN(C(=O)c2ccc(Cl)c(Cl)c2)CC1 | 4 | -6 | 3 | -0.5 | 88 | 4 | 86 | -3 | -5
Cc1cc(CNC(=O)c2cc(COc3ccc(F)c(F)c3)on2)nn1C | 4 | 0 | -9 | -3.3 | 98 | 2 | 101 | -2 | 9
Cc1ccc(CNc2nc3ccccc3n2C)cc1 | 4 | -1 | 26 | 1.1 | 102 | 3 | 101 | 1 | 2
O=[N+]([O-])c1ccc(F)c(N=Cc2ccc(Br)s2)c1 | -6 | -1 | 3 | -0.7 | 98 | 1 | 105 | 3 | -1
Cc1cc(C)c(COCc2cc(/C=N/O)c(C)cc2C)cc1/C=N/O | 4 | 4 | -18 | -1.8 | 102 | 0 | 103 | 4 | 4
Cc1cc(NS(C)(=O)=O)c(=O)n(Cc2c(F)cccc2Cl)c1 | 3 | 1 | -6 | 0.2 | 103 | 1 | 102 | 3 | 3
O=C(CNC(=O)c1ccco1)N/N=C/c1ccccc1[N+](=O)[O-] | 7 | -1 | -3 | 1.3 | 107 | 0 | 105 | 4 | -8
COCCCNC(=S)N/N=C/c1ccc(N(C)C)cc1 | 10 | 1 | 5 | -1.4 | 101 | 7 | 95 | 12 | 2
CCOC(=O)c1sc2nc(CSc3ccccc3)nc(N3CCCN(C)CC3)c2c1C | 1 | 3 | 2 | 1.7 | 103 | 0 | 98 | 3 | -3
O=C(COC(=O)C12CC3CC(CC(C3)C1)C2)Nc1nc2c(F)c(F)c(F)cc2s1 | 2 | -3 | 8 | 2.4 | 99 | 0 | 107 | 2 | 3
Cc1ccc(CN2C(=O)CCSc3ccc(Cl)cc32)cc1 | 3 | -8 | 20 | 2.5 | 96 | 4 | 83 | 5 | 3
COc1cccc(C2=NC(C)(C)NC(c3ccccc3O)C2)c1 (centres undefined) | 1 | -4 | 5 | -0.9 | 99 | 0 | 99 | 2 | -4
CCCCc1ccc(NC(=S)NCc2ccc(OC)cc2)cc1 | -1 | -2 | 2 | 0.7 | 92 | 0 | 97 | 3 | 9
Cc1cc(=O)oc2cc(OCC(=O)N3c4ccccc4CC3C)ccc12 (centres undefined) | 1 | 3 | 1 | -1.1 | 96 | 0 | 98 | 1 | 1
COc1ccc(COCC(O)CN2CCC(C(N)=O)CC2)cc1OC (centres undefined) | 1 | 3 | 6 | -1.5 | 110 | 0 | 105 | 4 | -5
Nc1ccc(Cl)c(S(=O)(=O)Nc2ccc(Cl)cc2)c1 | 2 | 0 | -2 | -6.2 | 98 | 2 | 90 | 7 | -7
CC1(C)CC(=O)C2=C(C1)N(c1ccc(F)cc1)C(=O)C2(NC(=O)c1ccccc1F)C(F)(F)F (centres undefined) | 1 | 0 | 1 | -2.1 | 91 | 0 | 91 | 1 | -3
C/C(CC(=O)NCCCN1CCOCC1)=N\NC(=O)COc1cccc2ccccc12 | -3 | 2 | 8 | -0.9 | 101 | 4 | 100 | 26 | 5
CCOc1ccc(NC(=O)c2cn(-c3ccc(OCC)cc3)c(=O)c3cc(OC)c(OC)cc23)cc1 | 5 | -6 | -7 | 2.1 | 98 | 3 | 112 | 9 | 1
CCC1CCCCN1C(=O)CSc1nnc(CNC(=O)c2c(F)cccc2Cl)o1 (centres undefined) | 2 | -1 | 3 | . | 100 | 2 | 99 | 1 | -6
New compounds follow.
SMILES | Bcl-xL primary | Fam108B counter | VLA-4 inh | MEX-5 binding | AGP1-GFP MLPCN | GRK2 inh | CIT2-GFP yeast | MCL1-BIM inh | GLD-1 RNA inh
O=C(CSc1nnc(Nc2ccccc2)s1)Nc1ccc(S(=O)(=O)N2CCOCC2)cc1 | -2 | -6 | 5 | -1.3 | 103 | 2 | 97 | -10 | 5
O=C(O)c1cccc(Nc2nc3ccccc3nc2NS(=O)(=O)c2ccccc2)c1 | . | . | 5 | . | 100 | 3 | 89 | . | 10
Cc1ccc(NC(=O)c2ccco2)c(NC(=O)c2ccc(Cl)cc2)c1 | 2 | -2 | 6 | 0.3 | 83 | 0 | 99 | -5 | 13
COc1ccccc1CNC(=O)c1nccnc1CO | . | . | 24 | 1.6 | 107 | 0 | 99 | . | .
NC(=O)C1CC(=O)N(c2ccc(OCC(=O)Nc3cccc(C(F)(F)F)c3)cc2)C1 (centres undefined) | 3 | 1 | -5 | -0.3 | 105 | 1 | 103 | -1 | 2
Cc1ccccc1C(=O)N1CCC(C(=O)Nc2ccccc2N2CCCC2)CC1 | 4 | 2 | -5 | -0.9 | 95 | 2 | 90 | 4 | 5
COC(=O)c1ccccc1NC(=O)CSc1nncn1-c1ccccn1 | 6 | -1 | 7 | 1.7 | 103 | 0 | 105 | 7 | 3
COc1ccc(NC(=O)CCc2nc(-c3ccc(C)cc3)no2)c(OC)c1 | 3 | 7 | -4 | -1.9 | 103 | 0 | 100 | 8 | 3
O=c1[nH]c(CSc2nnc3ccccn23)nc2cc(C(F)(F)F)ccc12 | 6 | 4 | 2 | -3.2 | 102 | 1 | 101 | 4 | 1
CCOC(=O)/C(=N\Nc1ccccc1Cl)N1CCN(C)CC1 | 1 | 0 | 4 | 3.3 | 94 | 0 | 101 | -11 | 1
Cc1cc(C(=O)OCC(=O)N2CC(=O)Nc3ccccc32)no1 | 3 | 1 | 1 | -1.9 | 102 | 0 | 103 | -2 | 7
O=C(C1CCCO1)N1CCN(c2c3c(nc4cc(-c5ccc(F)cc5)nn24)CCC3)CC1 (centres undefined) | 5 | 2 | -17 | -0.5 | 97 | 0 | 97 | 6 | -4
COc1ccccc1N1CCN(C(=O)c2cc(C3CC3)on2)CC1 | 1 | 0 | 34 | -0.4 | 99 | 1 | 99 | -2 | 0
